From PubChem
HT1080NT lethal: kills 2HG-producing HT-1080-NT fibrosarcoma cells; 1.6% of 360,000 active; Potency, µM (series often up to 46.1 µM), for the others: at the top dose activity, negative = less viability, most hits filed as cytotoxic; HT-1080-NT fibrosarcoma viability, CellTiter-Glo ATP luminescence, 48 h; AID 686970;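 note: NT is the 2HG producing partner of a matched IDH1 knockdown line; potency is the fitted concentration of half-maximal effect; 0% = DMSO-treated cells and -100% = media-only wells without cells; nearly all actives have a fitted effect of over 55% in size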
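Read-out is CellTiter-Glo luminescence after 10 minutes at room temperature, following 48 hours' compound treatment of HT-1080-NT cells (750 cells/well, RPMI, 5% FBS, 37 degrees C).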
HT1080 IDH1KD tx: kills HT-1080 cells with IDH1 knockdown. Potency, µM (highest dose often 46.1 µM), without a hit: at the top dose activity, negative = toxicity, hits mostly cytotoxic. AID 686971. HT-1080 IDH1 knockdown viability, ATP luminescence, 48 h. 2% of 360,000 active;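 note: potency is the fitted concentration of half-maximal effect; 0% = DMSO wells and -100% = cell-free medium wells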
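Viability of IDH1-knockdown HT-1080 fibrosarcoma cells was assessed by CellTiter-Glo after 48 h at 37 °C with titrated compound; concentration-effect curves were classified by fit quality and response size.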
ATXN2 expr inh: reduces ATXN2 reporter expression in HEK-293 cells; HEK-293 ATXN2-luciferase reporter, luminescence, 24 h; Potency, µM (series often up to 57 µM), for inactives: at the highest dose activity change, negative = inhibition, usual class: inhibitors; 0.72% of 360,000 active; AID 1745845; note: potency is the fitted concentration of half-maximal effect; % is set by controls: 0 for no effect and ±100 for the full control effect; nearly all actives have a fitted effect of over 55% in size
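ATXN2-luciferase reporter cells (luciferase flanked by upstream and downstream ATXN2 gene portions) were treated 24 h at 37 °C with compounds at up to 57 uM. SteadyGlo luminescence gave expression; GF-AFC fluorescence gave viability.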
IL1B secr inh: blocks inflammasome-driven IL-1 beta release. THP-1 LPS/ATP IL-1B secretion, AlphaLISA, 16 h; stronger effect = lower value. activity change, % at 57.5 µM. 4.7% of 360,000 active; in the data active = activity change below about -50%; inconclusive = mostly about -30% to -49%; note: % is set by controls: 0 for no effect and ±100 for the full control effect
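Secreted IL-1B measured by AlphaLISA bead assay after 16 h compound exposure of THP-1 cells; compounds (final up to 57.5 uM) added 1 h before LPS (250 ng/mL) and ATP (1.25 mM) stimulation; lower signal means less secretion.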
SW480 rereplic: inducers of DNA re-replication in SW480 colon cancer cells; SW480 DNA re-replication, Hoechst DNA content imaging, 48 h; AID 624297; Potency, µM (top dose mostly 46.1 µM), inactives show top-dose re-replication activation, usual class: activators; 1.8% of 340,000 active; note: potency is the fitted concentration of half-maximal effect; % of control where 0% means no effect; nearly all actives have a fitted effect of over 55% in size
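Quantitative HTS format with DMSO vehicle controls; 48 hr drug incubation at 37 C, then 40 min Hoechst staining and scanning imager measurement at 405 nm excitation.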
HepG2 tox: counter-screen for TGF-b inhibitors: cytotoxicity in HepG2 cells; HepG2 CAGA-GFP viability, ATP luminescence, 18 h; Potency, µM (doses to about 46.1 µM), without a hit: top-dose activity change, negative = cytotoxicity, hits mostly cytotoxic; 0.76% of 410,000 active; AID 588856; note: potency is the fitted concentration of half-maximal effect; some results filed as inactive show a strong effect at the top dose
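HepG2 CAGA-GFP cells (1000/well, DMEM with 1% FBS) received compound, then TGF-beta at 500 pg/mL final, and were incubated 18 hours at 37 degrees C. Viability was read by CellTiter-Glo luminescence. Media-only wells were set as complete cell-killing and DMSO as no toxicity.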
S2 tox: reduces viability in counter-screen for ATXN expression inhibitors. Potency, µM (series often up to 56.7 µM), actives largely listed as cytotoxic. AID 651635. S2 cells (HEK-293 line with an ATXN2-luciferase reporter) viability, CellTiter-Fluor protease fluorescence, 24 h. 0.49% of 400,000 active; note: potency is the fitted concentration of half-maximal effect; nearly all actives have a fitted effect of over 40% in size
MCF10A rereplic: induces DNA re-replication in MCF 10a normal breast cells; MCF 10A DNA re-replication, Hoechst nuclear intensity, 48 h; 2.9% of 350,000 active; Potency, µM (titrated, usually from 46.1 µM), inactives show at the top dose activity, positive = re-replication, hits mostly activators; note: potency is the fitted concentration of half-maximal effect; % of control where 0% means no effect; nearly all actives have a fitted effect of over 50% in size
KB-3-1 tox: kills parental KB-3-1 adenocarcinoma cells. 1.4% of 400,000 active. KB-3-1 viability, CellTiter-Glo ATP luminescence, 72 h. Potency, µM (series often up to 46.1 µM), for the others: top-dose activity change, negative = cytotoxic, hits mostly cytotoxic. AID 1347075; note: potency is the fitted concentration of half-maximal effect; % is set by controls: 0 for no effect and ±100 for the full control effect; nearly all actives have a fitted effect of over 60% in size
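KB-3-1 cells, DMEM (no phenol red) + 10% FBS; compound by pin transfer, 72 h, 37 °C. Readout: CellTiter-Glo luminescence after 10 min. Data normalized, curve-fitted.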
Active calls of the source: *; i = inactive; ? = inconclusive; nt = no result given; & = joins results of further samples; [ ] = another dose, or the depositor's remark. Unless noted, calls come from the whole dose curve; as a rule, active = well fitted curve in the direction sought with a large enough effect; inconclusive = small, poorly fitted or top-dose-only effect, or another doubt; inactive = no such curve, though single readings can be large; an effect the other way counts as inactive or inconclusive.

SMILES | HT1080NT lethal | HT1080 IDH1KD tx | ATXN2 expr inh | IL1B secr inh | SW480 rereplic | HepG2 tox | S2 tox | MCF10A rereplic | KB-3-1 tox
Cc1cccc(NC(=O)CSc2nc3c([nH]c4ccccc43)c(=O)n2C)c1 | -9% | -7% | ? | 18 | ? | 30%&-43% | ? | ? | ?
O=C1c2ccccc2C(c2nnnn2-c2ccc3ccccc3c2)N1C1CC1 (stereo unspecified) | 14% | 9% | 3% | 77 | nt | nt | ? | nt | 2%
CN(C)CCCN(C(=O)/C=C/c1cccs1)c1nc2ccc(F)cc2s1 | 9.2µM* | ? | ? | -104* | ? | 16µM* | nt | 23µM* | 21µM*
O=C(C1CCCN(c2ncnc3c2nc2n3CCCCC2)C1)N1CCN(c2ccccc2)CC1 (stereo unspecified) | 12% | 0% | nt | 11 | 2% | -3% | i | -10% | 4%
Cc1ccc2ncc(NC(=O)c3ccc(F)cc3)c(=O)n2c1 | 1% | -2% | 20% | -17 | -7% | -2% | i | -11% | 0%
COc1ccc(CN(C)C(=O)c2ccc(Cl)c(S(=O)(=O)NCc3cccnc3)c2)cc1F | -3% | -4% | -2% | 14 | -3% | -6% | i | ? | -5%
Cn1cc(C(=O)NCC2COc3ccccc3O2)c(=O)c2cc(S(=O)(=O)N3CCCCC3)ccc21 (stereo unspecified) | 0% | -5% | -8% | 10 | -2% | -5% | i | -5% | -3%
C[C@H]1Cn2cnc(C(=O)NCC(=O)OC(C)(C)C)c2C(=O)N1 | 6% | 2% | 4% | 15 | nt | 13% | i | nt | -2%
CCN(CC)S(=O)(=O)c1ccc(C(=O)Nc2ccc3c(c2)OCCO3)cc1 | -17% | -29% | 15% | 1 | -13% | -21% | i | -1% | -12%
Cc1ccc(S(=O)(=O)Nc2ncnc3ccccc23)cc1 | 3% | -4% | 8% | 67 | 11% | -22% | i | 14% | -1%
Cc1ccc(C(=O)Nc2cc(Cl)ccc2-n2cncn2)s1 | 11% | 1% | 3% | -15 | 0% | 0% | i | -1% | ?
CCN(CC(=O)Nc1cccc(Br)c1)Cc1nc2ccccc2c(=O)[nH]1 | -8% | -1% | 1% | 9 | -3% | 2% | i | -4% | 0%
COc1cc([N+](=O)[O-])ccc1NC(=O)Cc1ccccc1 | -4% | -2% | -22% | -20 | ? | -6% | i | 0% | -10%
COc1ccccc1C(=O)Nc1ccc2ccccc2c1 | -2% | -22% | 123%[activator] | -1 | -6% | -4% | i | 6% | 9%
CSc1sc(C(=O)NCC2CC2)cc1S(=O)(=O)C(C)C | 1% | -4% | 3% | -6 | ? | -12% | i | 6% | -3%
Cc1cccc(-n2ncc3c(NCc4ccccn4)ncnc32)c1 | 1% | -2% | 47%[activator] | ? | -1% | 80% | i | 7% | 17%
CCc1ccccc1NC(=O)CN1CCN(C(=O)CNC(=O)Cc2cccc3ccccc23)CC1 | -6% | -8% | -21% | -10 | -3% | -17% | i | 3% | ?
CCOc1ccc(-c2c(C#N)c(N)nc3c2c(=O)n(C)c(=O)n3C)cc1OC | 3% | 2% | 1% | 9 | -3%[9.22 µM] | -6% | i | -1% | 7%
O=c1c2ccccc2c(-c2ccc(F)cc2)nn1-c1ccc(C(F)(F)F)cc1 | -10% | -27% | -9% | 10 | 6% | -14% | nt | 25% | -3%
C=CCNC(=O)NC(=O)COC(=O)c1cccnc1SC | -1% | 1% | -3% | 15 | -19% | -27% | i | -10% | -8%
COc1cc(C(C)=O)ccc1O | 0% | 11% | -3% | -4 | -63%[inhibitor] | 2% | i | -1% | 0%
CN(C)C(=O)Nc1cnc2ccccc2c1 | 11% | 17% | 20% | -5 | -58%[inhibitor] | 7% | i | -4% | 11%
CCCN(CC1CCCO1)C(=O)c1cc(COc2cccc(OC)c2)on1 (stereo unspecified) | -2% | 1% | 6% | -5 | -6% | -19% | i | 12% | -26%
O=C(COc1ccc(F)cc1Br)N1CCN(S(=O)(=O)/C=C/c2ccccc2)CC1 | -29% | -1% | -17% | -50* | 6% | 30% | i | 5% | -13%
CC1(C)Cc2c(sc(NC(=O)c3ccco3)c2C#N)C(C)(C)N1 | 9% | 19% | 8% | -6 | -4% | 15% | ? | 3% | 6%
CN(C(=O)CSc1nc(-c2cccs2)nc2ccccc12)C1CCS(=O)(=O)C1 (stereo unspecified) | -4% | 10% | 3% | -5 | 23% | -23% | i | 12% | 0%
CCON1C(=O)C(C)(C)N(OCC)C(=O)C1(C)C | 18% | 8% | -10% | 22 | -1% | -40% | i | 1% | 3%
COCCCNC(=O)C1CCN(C(=O)Nc2ccc(Cl)cc2)CC1 | 4% | 1% | nt | 27 | -23% | 0% | nt | -2% | 0%
CCOC(=O)c1cc2c(=O)n3ccccc3nc2n(C(C)C)c1=NC(=O)c1ccco1 | -18% | -16% | 20% | 0 | 7.3µM* | 1% | nt | 7.3µM* | 4%
COc1ccc(N/C=C2\C(=O)c3c(sc(C)c3C)N(C)S2(=O)=O)cc1 | 14% | 10% | 2% | 15 | -16% | 13% | nt | ? | -2%
COC(=O)NNC(=S)Nc1cc(OC)ccc1OC | ? | ? | 13% | 0 | ? | 13% | i | -2% | 6%
CCC(C)NC(=O)C(Cc1ccccc1)NS(=O)(=O)c1ccc2c(c1)oc(=O)n2C (stereo unspecified) | 10% | 10% | 11% | -15 | 27% | 5% | i | -3% | 14%
COc1ccc(NC(=O)c2ccccc2Sc2ccc(NC(C)=O)nc2)cc1 | -29% | -10% | 13% | 13 | 15% | -5% | ? | 0% | -2%
CC(=O)N(Cc1ccccn1)Cc1ccco1 | 26% | 14% | -1% | -1 | 6% | 0% | nt | -4% | 3%
CNC(=O)C1CCN(Cc2cc3ccccc3n2Cc2cccc(C)c2)CC1 | nt | nt | ? | nt | nt | -24% | ? | nt | -3%
Cc1cc(C)cc(-n2ncc3c2CCCC3NC(=O)c2ccccc2)c1 (stereo unspecified) | -5% | -26% | nt | -13 | nt | -17% | i | nt | -11%
CCc1nc2c(oc3ccccc32)c(=O)[nH]1 | -1% | 1% | 19% | 10 | -4% | 0% | i | -2% | 1%
Cc1cccc(C(C(C(=O)c2ccccc2)N2CCOCC2)N2CCOCC2)c1 (stereo unspecified) | -6% | 11% | 9% | 29 | -2% | 5% | i | 12% | 9%
Cn1ccnc1SCCNC(=O)CCc1nnc(CCc2ccccc2)o1 | 6% | 0% | 7% | 2 | -14% | -12% | i | 1% | 7%
O=C(Nc1ccc(N2CCCCC2)cc1)C1CCCN1S(=O)(=O)c1ccc(F)cc1 (stereo unspecified) | -3% | 3% | nt | 46 | 0% | -19% | i | 13% | -5%
Cn1nc(-c2ccccc2)c(C#N)c1Sc1cccc(Cl)c1 | 1% | -10% | -25% | -15 | 0% | -7% | i | -6% | -7%
Cc1csc(Sc2ccc(C(=O)OCC(=O)Nc3ccc(OC(F)(F)F)cc3)cc2[N+](=O)[O-])n1 | 0% | -5% | 10% | -10 | -1% | -5% | i | 0% | 1%
CC1(C(=O)Nc2ccc3c(c2)OCO3)Cc2c(-c3cccc(C(N)=O)c3)ccnc2O1 (stereo unspecified) | ? | 3.7µM* | 12% | 15 | nt | -1% | ? | nt | 7.3µM*
Nc1ccc(C(=O)CC(=O)Nc2ccc(Cl)cc2)cc1 | -30% | -9% | 19% | -30 | 7% | -13% | ? | 14% | -1%
CCN(CC)S(=O)(=O)c1ccc(N2CCCCC2)c(NC(=O)C2CSC3(C)CCC(=O)N23)c1 (stereo unspecified) | -2% | 1% | nt | ? | nt | -25% | ? | nt | -11%
CC(C)Cc1nnc(NC(=O)CCC(=O)NC2CCCCCCC2)s1 | 22% | -3% | 11% | -1 | 0% | -1% | i | -1% | -1%
CN(C)CCCNc1cc(-c2ccccc2)nc2cc(-c3cccc(F)c3)nn12 | ? | ? | nt | -88* | ? | -93% | ? | 21µM* | ?
CCCC/C=C/c1cccc2nncn12 | ? | 1% | 14% | 0 | nt | -4% | i | nt | 0%
O=C(O)/C(=C\c1cccc(C(F)(F)F)c1)c1ccc(S(=O)(=O)N2CCCC2)s1 | 6% | 1% | 8% | 8 | -4% | 8% | i | 23% | 2%
O=C(NC(=S)Nc1ccccc1N1CCCCC1)c1ccco1 | -2% | -8% | 19% | 14 | -2% | -42% | i | ? | ?
Cc1c(C(=O)N2CCN(Cc3ccc4c(c3)OCO4)CC2)sc2ncnc(N3CCN(c4ccccc4F)CC3)c12 | ? | 18µM* | nt | ? | 12% | -35% | ? | -4% | ?
CCO/C(C)=N/Oc1cc(OC)cc(OC)c1 | 22% | 11% | -7% | 45 | nt | -16% | i | nt | 0%
COc1ccc(NCc2cc3cc4c(cc3n(CC(=O)Nc3ccc(C)c(C)c3)c2=O)OCO4)cc1 | nt | nt | -3% | nt | nt | -4% | i | nt | ?
CCOC(=O)c1nn(-c2ccccc2C)c2nc(CC(C)C)c(C#N)c(=O)n12 | 0% | 0% | nt | -15 | -12% | -12% | nt | -2% | 2%
Cc1nc2c([nH]c3ccc(Br)cc32)s1 | 9% | -24% | -15% | 0 | 0% | -4% | i | 5% | 0%
Cc1ccc2c(c1)N(C(=O)CCC(=O)N1CCOCC1)CCO2 | -10% | 12% | 4% | 4 | -4% | -12% | i | 8% | 4%
COc1ccc(C(=O)Cc2nnc(C)s2)cc1 | 12% | 10% | 14% | 27 | -297%[inhibitor] | 5% | ? | ? | 22%

An excerpt from above in order of molar mass, rising:
SMILES | HT1080NT lethal | HT1080 IDH1KD tx | ATXN2 expr inh | IL1B secr inh | SW480 rereplic | HepG2 tox | S2 tox | MCF10A rereplic | KB-3-1 tox
Cc1cccc(C(C(C(=O)c2ccccc2)N2CCOCC2)N2CCOCC2)c1 (stereo unspecified) | -6% | 11% | 9% | 29 | -2% | 5% | i | 12% | 9%
Cc1csc(Sc2ccc(C(=O)OCC(=O)Nc3ccc(OC(F)(F)F)cc3)cc2[N+](=O)[O-])n1 | 0% | -5% | 10% | -10 | -1% | -5% | i | 0% | 1%
Cc1c(C(=O)N2CCN(Cc3ccc4c(c3)OCO4)CC2)sc2ncnc(N3CCN(c4ccccc4F)CC3)c12 | ? | 18µM* | nt | ? | 12% | -35% | ? | -4% | ?
